HepG2 tox – kills HepG2 cells in TGF-b inhibitor counter-screen. HepG2 CAGA-GFP viability, ATP luminescence, 18 h. Potency, µM (doses to about 46.1 µM), inactives show at the highest dose activity change, negative = cytotoxicity, most hits filed as cytotoxic. 410,000 compounds, 0.76% hits; note: potency is the fitted concentration of half-maximal effect; some results filed as inactive show a strong effect at the top dose
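HepG2 CAGA-GFP cells (1000/well, DMEM with 1% FBS) received compound, then TGF-beta at 500 pg/mL final, and were incubated 18 hours at 37 degrees C. Viability was read by CellTiter-Glo luminescence. Media-only wells were set as complete cell-killing and DMSO as no toxicity.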
CCT modulator – modulators of cytosolic chaperonin (CCT/TRiC) activity. purified chaperonin ATPase assay, HTRF ADP detection, 30 min. activity change, % (no concentration beside the values), hits read low. 360,000 compounds, 0.3% hits. AID 651819; in the data active = activity change below about -30%; note: % is set by controls: 0 for no effect and ±100 for the full control effect
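We incubate TRiC, 40 or 20 nM final, with library compounds at 76 uM and 10 uM ATP for 30 min at 37 °C. ADP formed is detected with Transcreener HTRF reagents after 30 min at room temperature.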
MmCpn inh – M. maripaludis TRiC chaperonin inhibition; purified Mm-Cpn ATPase, ADP Transcreener TR-FRET; Potency, µM (highest dose often 76.9 µM), for inactives: top-dose activity, negative = inhibition, usual class: inhibitors; 330,000 compounds, 0.031% hits; note: potency is the fitted concentration of half-maximal effect; % is set by controls: 0 for no effect and ±100 for the full control effect; nearly all actives have a fitted effect of over 80% in size
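25 nM Mm-CPN + cpd, 10 min 37°C; + 10 uM ATP, 30 min 37°C; buffer 30 mM Tris pH 7.4, 100 mM KCl, 5 mM MgCl2, 1 mM DTT; Transcreener ADP HTRF detection 30 min RT.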
A549 tox – A549 cytotoxicity, counter-screen for Nrf2 inhibitors | AID 504648 | Potency, µM (titrated, usually from 46 µM), inactives show top-dose activity change, negative = cytotoxicity, hits mostly inhibitors | 390,000 compounds, 0.16% hits | A549 ARE-Fluc cells, CellTiter-Fluor viability, 18-24 h; note: potency is the fitted concentration of half-maximal effect; % is set by controls: 0 for no effect and ±100 for the full control effect
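Cytotoxicity counterscreen: CellTiter-Fluor fluorescence was measured in A549 ARE_Fluc cells after 18-24 h of compound exposure in a concentration series. The subsequent BugLite luminescent read reports ARE-luciferase activity.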
TGFb inhibitor – blocks TGF-b signaling; Potency, µM (highest dose often 46.1 µM), inactives show top-dose activity, negative = inhibition, actives largely listed as inhibitors; HepG2 CAGA-GFP TGF-b/SMAD3 reporter, GFP fluorescence, 18 h; TGF-beta stimulated, 500 pg/mL final; 410,000 compounds, 1.2% hits; note: potency is the fitted concentration of half-maximal effect; % is set by controls: 0 for no effect and ±100 for the full control effect; nearly all actives have a fitted effect of over 65% in size
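GFP signal (ex488/em500-530) from TGF-beta-stimulated HEPG2 CAGA-GFP cells, 500 pg/mL final, 18 h at 37 degrees C in DMEM plus 1% FBS, normalized to unstimulated and DMSO-stimulated controls.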
Akt phos inh – Akt phosphorylation inhibition | Neuro2A IGF-stimulated pAkt S473 HTRF, 20 min; hits give low values | activity change, % for hits at 50 µM | 360,000 compounds, 0.32% hits | AID 651550; in the data active = activity change below about -80%; inconclusive = mostly about -51% to -80%; note: % is set by controls: 0 for no effect and ±100 for the full control effect
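Neuro2A cells (4,500/well, DMEM with 0.5% FBS) were treated with compound at a single 50 µM final concentration, stimulated with 6 nM IGF for 20 min at 37 °C, and lysed. Phospho-Akt Ser473 was read by HTRF as 665/615 ratio ×10^4.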
Abeta rescue – restores growth of yeast expressing A-beta42 peptide. yeast expressing A-beta42, growth rescue, OD600, 48 h; response scale: 0% DMSO, 100% iron-clioquinol control. Potency, µM (titrated, usually from 46.1 µM), without a hit: top-dose growth rescue, actives largely listed as activators. 410,000 compounds, 0.063% hits; note: potency is the fitted concentration of half-maximal effect; nearly all actives have a fitted effect of over 55% in size
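Yeast growth medium received pinned compounds, then yeast cells expressing toxic A-beta were added; plates incubated at 30 C for 48 hr. Growth read as absorbance at 600 nm, normalized to DMSO and equimolar FeCl3 plus clioquinol controls.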
Nrf2 block – blocks Nrf2 signaling; A549 ARE-Fluc reporter, luciferase luminescence, 18-24 h; Potency, µM (highest dose often 46 µM), for inactives: at the highest dose activity change, negative = inhibition, usual class: inhibitors; 360,000 compounds, 2.1% hits; AID 504444; note: potency is the fitted concentration of half-maximal effect; % is set by controls: 0 for no effect and ±100 for the full control effect; nearly all actives have a fitted effect of over 60% in size
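A549 ARE_Fluc cells, 5000/well, 5% FBS OPTI-MEM; compounds in dose-response, 18-24 h at 37 °C/5% CO2; CellTiter-Fluor viability read (Ex 405/Em 525), then BugLite luciferase luminescence = Nrf2 activity.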
Nrf2 activator – activators of Nrf2 (ARE) signaling; Potency, µM (doses to about 46.1 µM), inactives show at the top dose activation, actives largely listed as activators; AREc32 ARE-luciferase reporter (MCF7-derived line), luminescence, 24 h; 410,000 compounds, 0.31% hits; note: potency is the fitted concentration of half-maximal effect; % of control where 0% means no effect; nearly all actives have a fitted effect of over 65% in size
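Luciferase luminescence (Steady-Glo, 30 min at room temperature) served as the read-out of ARE activation in AREc32 cells treated with compounds for 24 hr at 37 deg C.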
* = called active by the depositor; i = inactive; ? = inconclusive; nt = no result given; [ ] = another dose, or the depositor's remark. Unless noted, calls come from the whole dose curve; as a rule, active = well fitted curve in the direction sought with a large enough effect; inconclusive = small, poorly fitted or top-dose-only effect, or another doubt; inactive = no such curve, though single readings can be large; an effect the other way counts as inactive or inconclusive.

SMILES	HepG2 tox	CCT modulator	MmCpn inh	A549 tox	TGFb inhibitor	Akt phos inh	Abeta rescue	Nrf2 block	Nrf2 activator
CCC(C(=O)NCc1cccnc1)c1ccccc1 (stereo unspecified)	-5.7%	-2.2	-1.5%	-1.2%	-22.9%	i	3.2%	-0.8%	-0.6%
CC(C(=O)c1ccc(Br)cc1)[n+]1cccc2ccccc21 (stereo unspecified)	-29.7%	0.2	-4.4%	8.7%	-1.2%	i	-16.3%	8.9%	5.0%
Cc1cccc(S(=O)(=O)N(C)C[C@H]2OCc3cnnn3CCCC(=O)N([C@@H](C)CO)C[C@H]2C)c1	42.9%	-2.2	nt	nt	5.8%	i	-12.0%	nt	-0.7%
COC(=O)c1c(Oc2nc(OC)cc(OC)n2)cccc1Oc1nc(OC)cc(OC)n1	2.7%	-1.3	-0.6%	-2.8%	3.4%	i	-8.7%	9.1%	0.0%
Cc1cc(Cl)ccc1C(=O)C1CCCN(C(=O)c2cccc(N3CCCC3=O)c2)C1 (stereo unspecified)	-5.6%	0.1	0.3%	0.9%	0.0%	i	2.6%	7.9%	-0.2%
COc1ccc(C2NC(=O)N(C)C3=C2C(=O)N(c2ccc(C)cc2)C3)cc1 (stereo unspecified)	-1.5%	nt	nt	0.7%	-1.9%	nt	-3.2%	2.0%	-0.4%
CC(=O)Nc1ccc(S(=O)(=O)N2CCN(c3nnnn3-c3ccccc3)CC2)cc1	-9.9%	-3.1	-4.6%	-11.6%	3.0%	i	9.8%	-3.0%	0.4%
CC(C)N(C(=O)COC(=O)CCC(=O)c1cccs1)c1ccccc1	3.5%	0.5	1.0%	0.1%	0.6%	i	7.4%	-20.0%	-0.1%
COC(=O)c1c(C)oc2ccc(OC(=O)N3CCOCC3)cc12	-3.3%	0.4	1.5%	6.2%	12.5%	i	-5.5%	-2.2%	-0.7%
COc1ccc2c(C#CCCO)c(-c3ccc(S(C)(=O)=O)cc3)sc2c1	-2.6%	0.0	-3.1%	-6.0%	-6.7%	i	0.9%	?	1.3%
Cc1c(NC(=O)C(C)N2C(=O)c3ccccc3C2=O)c(=O)n(-c2ccccc2)n1C (stereo unspecified)	-0.9%	-1.9	1.8%	-9.3%	-15.7%	i	14.5%	2.1%	1.8%
Cc1cc(C)nc(NC(=S)Nc2ccc(Br)cc2Cl)c1	0.6%	-3.0	-2.5%	0.1%	-3.6%	i	-7.6%	?	0.5%
N#CCCn1cc(C(=O)Nc2ccc(C(=O)O)cc2)c(-c2cccs2)n1	-8.7%	-1.0	1.1%	-3.0%	-9.4%	i	-22.3%	-8.4%	-0.1%
CC(=O)c1sc(C(C)(C)C)cc1NC(=O)CCC(=O)O	10.3%	-0.2	-8.7%	3.4%	2.3%	i	6.0%	-27.6%	-0.3%
COC(=O)c1[nH]c2cc(OC)ccc2c1NC(=O)CN1CCC(C(N)=O)CC1	6.1%	-2.0	1.9%	-6.9%	-2.8%	i	8.1%	21.4%	0.5%
COc1ccc(C(=O)N/N=C\c2coc3ccc(C)cc3c2=O)cc1	-12.2%	-3.6	-0.1%	9.7%	-0.7%	i	1.4%	0.0%	0.2%
CCOc1ccc(NC(=O)CN(C)C(=O)c2c(C)noc2C)cc1OCC	-2.2%	-1.6	0.7%	0.3%	?	i	7.5%	-10.1%	0.1%
CCn1c(NC(=O)Nc2cccc(C)c2C)cc2sccc21	-25.7%	-3.4	-0.6%	-2.8%	-19.2%	i	-3.9%	1.8%	6.7%
Cc1ccc(CN2CCN(Cc3ccon3)CC2CCO)cc1 (stereo unspecified)	9.2%	1.5	3.4%	4.5%	6.3%	i	-5.1%	2.4%	0.0%
COc1ccc(CNC(=O)c2ccc3c(c2)CCN3S(=O)(=O)c2ccc(C)cc2)cc1	-21.8%	nt	nt	-2.8%	-25.7%	nt	-0.7%	?	2.9%
CC(=O)N1c2ccc(S(=O)(=O)N3CCCC3C(=O)Nc3ccc(C)cc3)cc2CC1C (stereo unspecified)	1.9%	-3.0	-9.8%	-1.0%	-3.8%	i	6.4%	?	2.5%
COC(=O)C(Cc1ccc(O)cc1)NC(=O)CCC(=O)Nc1ccc(S(N)(=O)=O)cc1 (stereo unspecified)	-23.5%	1.1	-1.4%	10.1%	-4.2%	i	6.3%	13.0%	0.0%
CC(=O)Nc1ccc(NC(=O)CCn2cnnn2)cc1	6.5%	-3.2	1.8%	-6.8%	1.3%	i	-13.4%	-2.9%	0.0%
O=C(O)c1cc(=O)c2c(Cl)cc(Cl)cc2[nH]1	-1.7%	-2.1	nt	-1.4%	-9.3%	i	-16.5%	-2.2%	-1.4%
Cc1ccc(C(=O)c2cn(CC(=O)NC3CCCCC3)c3nc(C)ccc3c2=O)cc1	4.0%	nt	nt	-0.8%	2.4%	nt	-4.7%	17.0%	-0.7%
CC(C)(C)OC(=O)N(CCc1ccccc1)Cc1ccc(OCc2cccc(NC(=O)/C=C/c3ccccc3)c2)cc1	-4.2%	-8.7	nt	-0.4%	11.4%	i	0.0%	?	3.3%
CC(C)(C)c1ccc(-c2nnc(SC3CCOC3=O)n2Cc2ccccc2)cc1 (stereo unspecified)	3.2%	-1.5	0.1%	-2.4%	-8.9%	i	-7.1%	-17.6%	-0.1%
Cc1cnc(C=NNC(N)=S)c2cccc(N)c12	-30.4%	-0.6	nt	?	10µM*	i	-7.2%	7.31µM*	3.0%
Cn1c(/C=N/c2nc3ccccc3[nH]2)nc2ccccc21	-20.8%	1.1	-9.7%	-1.3%[1.84 µM]	?	i	7.2%	-36.6%	3.6%
COc1ccc2[nH]cc(/C=C/c3cc[n+](C)cc3)c2c1	-31.2%	0.9	-3.7%	?	15.5%	i	-25.2%	10.3µM*	5.9%
COc1ccc(Cl)cc1NC(=O)CSC1=Nc2ccccc2C2=NC(CC(=O)NC3CCCCC3)C(=O)N12 (stereo unspecified)	-37.4%	nt	nt	?	?	nt	-0.6%	?	7.2%
COc1cc(/C=N/NC(=O)c2nnn(-c3nonc3N)c2C)ccc1OCc1ccc(Cl)cc1	4.7%	0.1	nt	nt	-4.0%	i	1.4%	nt	8.2%
O=C(NC1CCCCC1)C1CCN(S(=O)(=O)N2CCOCC2)CC1	-84.5%	1.2	-3.0%	1.3%	-9.0%	i	-15.2%	8.1%	-0.8%
CC1CN(C(=O)N2CCOCC2)CCN1C(=O)N1CCOCC1 (stereo unspecified)	3.5%	2.8	0.2%	1.2%	-1.1%	i	5.2%	-2.1%	0.1%
O=C(CC(=O)NN=Cc1ccc2c(c1)CCC2)NN=Cc1ccc2c(c1)CCC2	-4.1%	-4.7	nt	-9.2%	-8.0%	i	2.7%	-4.5%	-0.1%
CCOC(=O)c1c(Cc2ccccc2)c[nH]c1C	0.8%	0.1	-0.3%	0.0%	-8.9%	i	3.4%	-13.5%	6.6%
CC(C)CNC(=O)COC(=O)c1c2c(nc3ccccc13)CCC2	-14.4%	-1.8	-28.4%	7.0%	-19.4%	i	-6.3%	-13.5%	0.1%
CCOc1ccccc1OCCOCCN1CC(C)OC(C)C1 (stereo unspecified)	4.0%	0.7	-25.6%	6.9%	-19.9%	i	-1.2%	7.9%	2.9%
COc1ccc(C(C)=O)cc1COC(=O)CCNS(=O)(=O)c1ccc(C)cc1	-23.8%	-1.4	-2.7%	1.5%	-15.0%	i	3.1%	3.2%	1.5%
CCN1C(=O)c2ccc(C(=O)O)cc2C1=O	-10.9%	-0.6	-6.6%	-13.9%	-16.5%	i	-9.7%	-14.3%	-0.4%
CNC(=O)CN1C(=O)NC(Cc2c[nH]c3ccccc23)C1=O (stereo unspecified)	6.1%	0.3	-4.5%	-1.4%	7.8%	i	-14.3%	-12.9%	-0.6%
Cc1cccc(-c2nnn(CC/C(N)=N/O)n2)c1	-1.5%	0.5	1.0%	-1.8%	0.4%	i	27.7%	11.7%	0.0%
Cc1cccc(NC(=O)Cn2cnc3ccc(S(=O)(=O)N4CCC(C)CC4)cc3c2=O)n1	-8.4%	0.8	-2.5%	8.0%	-20.7%	i	-0.5%	18.7%	-1.3%
COc1ccc(OC)c(Nc2ncnc3ccc(Br)cc23)c1	-4.4%	-10.6	-3.1%	-3.0%	?	i	6.6%	-15.9%	0.9%
COc1ccc(N2CC(C(=O)N/N=C/c3ccc(C)cc3)CC2=O)cc1 (stereo unspecified)	3.1%	0.4	1.7%	-11.4%	-24.9%	i	8.3%	?	-1.2%
CCn1c(=NC(=O)COc2ccccc2)sc2cccc(F)c21	3.1%	-0.5	-3.9%	12.7%	10.0%	i	-2.1%	7.3%	3.4%

Exported in CSV form: entries from further up.
SMILES,HepG2 tox,CCT modulator,MmCpn inh,A549 tox,TGFb inhibitor,Akt phos inh,Abeta rescue,Nrf2 block,Nrf2 activator
COc1ccc(OC)c(Nc2ncnc3ccc(Br)cc23)c1,-4.4%,-10.6,-3.1%,-3.0%,?,i,6.6%,-15.9%,0.9%
COc1ccc(N2CC(C(=O)N/N=C/c3ccc(C)cc3)CC2=O)cc1 (stereo unspecified),3.1%,0.4,1.7%,-11.4%,-24.9%,i,8.3%,?,-1.2%

An excerpt from further up:
SMILES	HepG2 tox	CCT modulator	MmCpn inh	A549 tox	TGFb inhibitor	Akt phos inh	Abeta rescue	Nrf2 block	Nrf2 activator
COc1ccc(N2CC(C(=O)N/N=C/c3ccc(C)cc3)CC2=O)cc1 (stereo unspecified)	3.1%	0.4	1.7%	-11.4%	-24.9%	i	8.3%	?	-1.2%
CCn1c(=NC(=O)COc2ccccc2)sc2cccc(F)c21	3.1%	-0.5	-3.9%	12.7%	10.0%	i	-2.1%	7.3%	3.4%
